# Screens from PubChem BioAssay.
# Mtb BioA inh: BioA (M. tuberculosis) enzyme inhibition | purified M. tuberculosis BioA enzyme, plate reader | inhibition, % at 9.99 µM | 360,000 compounds, 0.096% hits | AID 602481; in the data active = inhibition above about 40%
# * = called active by the depositor. A portion of the library. The share of hits here may be higher or lower than overall.
no. | SMILES | Mtb BioA inh
1 | CCS(=O)(=O)Nc1ccc2c(c1)C(=O)N(C)C[C@H](OC)[C@@H](C)CN(C(=O)C1CC1)[C@@H](C)CO2 | 14.0
2 | Cc1noc(C)c1S(=O)(=O)Nc1ccc2c(c1)C(=O)N([C@@H](C)CO)C[C@@H](C)[C@@H](CN(C)S(=O)(=O)c1ccc(Cl)cc1)OCCCC[C@H](C)O2 | -4.7
3 | C[C@H]1CN([C@@H](C)CO)C(=O)c2cc(/C=C/c3ccccc3)cnc2O[C@H]1CN(C)C | -2.9
4 | O=C(C1CCC1)N1CCCCN2[C@@H](CO)[C@@H](c3ccc(C#CC4CCCC4)cc3)[C@@H]2C1 | 1.8
5 | CO[C@@H]1CN(C)C(=O)c2cc(NS(C)(=O)=O)ccc2OC[C@H](C)N(C)C[C@@H]1C | -1.8
6 | Cc1ccc(S(=O)(=O)Nc2ccc3c(c2)C(=O)N([C@@H](C)CO)C[C@H](C)[C@H](CN(C)S(=O)(=O)c2ccccc2)OCCCC[C@H](C)O3)cc1 | -2.2
7 | CO[C@H]1CN(C)C(=O)c2ccc(NS(C)(=O)=O)cc2OC[C@@H](C)N(C(=O)C2CCC2)C[C@@H]1C | 1.9
8 | O=C(Nc1ccc(F)cc1)N1CCCCN2[C@H](CO)[C@@H](c3ccc(C#CC4CC4)cc3)[C@H]2C1 | 0.4
9 | COc1ccc(NC(=O)Nc2ccc3c(c2)C(=O)N([C@@H](C)CO)C[C@H](C)[C@@H](CN(C)C(=O)Nc2ccc4c(c2)OCO4)OCCCC[C@H](C)O3)cc1 | -1.8
10 | CN1c2ccc(-c3ccccc3F)cc2[C@@H]2[C@@H](CCN2C(=O)Cc2ccccn2)[C@@H]1CO | 2.6
11 | CCCC#Cc1cnc2c(c1)C(=O)N([C@@H](C)CO)C[C@@H](C)[C@H](CN(C)C(=O)c1cnccn1)O2 | 3.7
12 | COc1ccc(S(=O)(=O)Nc2ccc3c(c2)CC(=O)N([C@H](C)CO)C[C@H](C)[C@H](CN(C)S(C)(=O)=O)O3)cc1 | -0.2

# Reprinted from the part before: 2 entries, followed by the next part.
no. | SMILES | Mtb BioA inh
11 | CCCC#Cc1cnc2c(c1)C(=O)N([C@@H](C)CO)C[C@@H](C)[C@H](CN(C)C(=O)c1cnccn1)O2 | 3.7
12 | COc1ccc(S(=O)(=O)Nc2ccc3c(c2)CC(=O)N([C@H](C)CO)C[C@H](C)[C@H](CN(C)S(C)(=O)=O)O3)cc1 | -0.2
13 | COc1ccc(S(=O)(=O)Nc2ccc3c(c2)OC[C@@H](C)N(Cc2cc(F)ccc2F)C[C@@H](C)[C@H](OC)CN(C)C3=O)cc1 | -3.8
14 | COc1ccc(NC(=O)N(C)C[C@H]2OCc3ccccc3-c3c(n(C)c4ccccc34)C(=O)N([C@H](C)CO)C[C@@H]2C)c(OC)c1 | 1.9
15 | C[C@@H]1CN([C@@H](C)CO)C(=O)c2cc(NC(=O)c3ccncc3)ccc2O[C@H]1CN(C)S(=O)(=O)c1cn(C)cn1 | 0.6
16 | COc1ccccc1S(=O)(=O)N(C)C[C@H]1OCc2ccccc2-c2ccccc2C(=O)N([C@@H](C)CO)C[C@@H]1C | 0.7
17 | COc1ccc(NC(=O)N(C)C[C@@H]2Oc3c(NS(=O)(=O)c4cccs4)cccc3C(=O)N([C@@H](C)CO)C[C@@H]2C)cc1 | -1.4
18 | O=C(Cc1ccccc1)N1CC[C@@H]2[C@H](CO)Nc3ccc(C#Cc4ccccc4)cc3[C@@H]21 | -0.7
19 | COc1cccc(S(=O)(=O)N[C@H]2CC[C@@H](CC(=O)NC3Cc4ccccc4C3)O[C@H]2CO)c1 | -1.1
20 | C[C@@H]1CN([C@@H](C)CO)S(=O)(=O)c2ccc(C#Cc3ccc(F)cc3)cc2O[C@@H]1CN(C)C | 0.7
21 | CCS(=O)(=O)Nc1ccc2c(c1)C(=O)N(C)[C@@H]1CC[C@@H](CC(=O)NCCCN3CCOCC3)O[C@@H]1CO2 | 0.6
22 | C[C@@H]1CN([C@H](C)CO)C(=O)CCCn2cc(nn2)CO[C@H]1CN(C)C(=O)Nc1ccc(N2CCN(C)CC2)cc1 | -1.1
23 | CO[C@H]1CN(C)C(=O)c2ccc(NC(=O)C3CCCCC3)cc2OC[C@@H](C)N(C)C[C@@H]1C | -1.5
24 | C[C@@H]1CCCCO[C@@H](CN(C)C(=O)Nc2ccc3c(c2)OCO3)[C@H](C)CN([C@@H](C)CO)C(=O)c2cc(NC(=O)c3ccncc3)ccc2O1 | -4.2

# The closing four entries of the section before come first, to join the parts.
no. | SMILES | Mtb BioA inh
21 | CCS(=O)(=O)Nc1ccc2c(c1)C(=O)N(C)[C@@H]1CC[C@@H](CC(=O)NCCCN3CCOCC3)O[C@@H]1CO2 | 0.6
22 | C[C@@H]1CN([C@H](C)CO)C(=O)CCCn2cc(nn2)CO[C@H]1CN(C)C(=O)Nc1ccc(N2CCN(C)CC2)cc1 | -1.1
23 | CO[C@H]1CN(C)C(=O)c2ccc(NC(=O)C3CCCCC3)cc2OC[C@@H](C)N(C)C[C@@H]1C | -1.5
24 | C[C@@H]1CCCCO[C@@H](CN(C)C(=O)Nc2ccc3c(c2)OCO3)[C@H](C)CN([C@@H](C)CO)C(=O)c2cc(NC(=O)c3ccncc3)ccc2O1 | -4.2
25 | O=C(N[C@H]1CC[C@@H](CCn2cc(Cc3ccccc3)nn2)O[C@@H]1CO)c1cnccn1 | 1.7
26 | Cc1noc(C)c1NC(=O)Nc1ccc2c(c1)CC(=O)N([C@@H](C)CO)C[C@@H](C)[C@@H](CN(C)Cc1ccccc1)O2 | 0.5
27 | Cc1ccc(S(=O)(=O)N(C)C[C@H]2Oc3ccc(NC(=O)Nc4ccccc4)cc3CC(=O)N([C@@H](C)CO)C[C@H]2C)cc1 | -1.5
28 | C[C@H](CO)N1C[C@H](C)[C@H](CN(C)C(=O)NC2CCCC2)Oc2cc(-c3cncnc3)ccc2S1(=O)=O | -1.0
29 | O=C(NCCN1CCCCC1)[C@@H]1[C@@H](CO)[C@@H]2Cn3c(cccc3=O)[C@H]1N2C(=O)C1CC1 | -0.6
30 | CO[C@@H]1CN(C)C(=O)c2cc(NC(C)=O)ccc2OC[C@@H](C)N(S(C)(=O)=O)C[C@@H]1C | -0.5
31 | C[C@@H]1CN([C@H](C)CO)C(=O)c2cccc(NC(=O)C3CCCCC3)c2O[C@@H]1CN(C)Cc1ccc(C(F)(F)F)cc1 | 1.6
32 | CCCN(C)C[C@H]1OCCCC[C@H](C)Oc2ccc(NS(=O)(=O)c3ccccc3)cc2C(=O)N([C@@H](C)CO)C[C@H]1C | -1.4
33 | OC[C@H]1[C@H](c2ccc(C#CC3CC3)cc2)[C@H]2CN(CCC(F)(F)F)CCCCN21 | 2.1
34 | C[C@@H]1CN([C@@H](C)CO)S(=O)(=O)c2ccc(C3=CCCCC3)cc2O[C@H]1CN(C)CC1CCCC1 | -1.2
35 | CN(C)CC#Cc1ccc([C@@H]2[C@@H](CO)N3CCCCN(C(=O)c4ccc5c(c4)OCO5)C[C@H]23)cc1 | -1.4
36 | COc1cccc(S(=O)(=O)N2C[C@H](O)COC[C@@H]3O[C@@H](CC(=O)N4CCOCC4)CC[C@H]32)c1 | 1.8
37 | COc1ccc(S(=O)(=O)Nc2ccc3c(c2)C(=O)N([C@@H](C)CO)C[C@H](C)[C@@H](CN(C)CC2CCCCC2)OCCCC[C@H](C)O3)cc1 | 4.1
38 | C[C@H]1CN([C@@H](C)CO)C(=O)c2cc(-c3cccc(C#N)c3)cnc2O[C@H]1CN(C)Cc1ccncc1 | 3.4
39 | COc1ccc(S(=O)(=O)N2C[C@H](O)COC[C@H]3O[C@H](CC(=O)N(C)C)CC[C@@H]32)cc1 | 0.7
40 | Cc1noc(C)c1NC(=O)Nc1ccc2c(c1)CC(=O)N([C@@H](C)CO)C[C@H](C)[C@@H](CN(C)S(=O)(=O)c1cccs1)O2 | 3.4
41 | COCC(=O)Nc1ccc2c(c1)C(=O)N(C)[C@@H]1CC[C@@H](CC(=O)Nc3ccccc3)O[C@H]1CO2 | -1.1
42 | C[C@H]1CN([C@@H](C)CO)S(=O)(=O)c2ccc(-c3cccc(F)c3)cc2O[C@@H]1CN(C)C(=O)c1cccc(F)c1 | 1.4
43 | COC(=O)C[C@H]1CC[C@H](NS(=O)(=O)c2ccc(OC)cc2)[C@H](CO)O1 | 0.5
44 | C[C@H](CO)N1C[C@H](C)[C@H](CN(C)S(=O)(=O)c2cccs2)OCc2ccccc2-c2c(n(C)c3ccccc23)C1=O | -2.8
45 | CCCC(=O)Nc1ccc2c(c1)C(=O)N(C)[C@H]1CC[C@@H](CC(=O)O)O[C@H]1CO2 | -5.2
46 | O=C(C[C@H]1C[C@@H]2c3cc(NC(=O)NC4CCCC4)ccc3O[C@@H]2[C@H](CO)O1)NCc1ccccc1F | 1.2
47 | C[C@H]1CN([C@@H](C)CO)C(=O)c2cc(C#CCN(C)C)cnc2O[C@H]1CN(C)Cc1cccc(C(=O)O)c1 | 1.7
48 | CO[C@@H]1CN(C)C(=O)c2cc(NC(=O)CC(F)(F)F)ccc2OC[C@@H](C)N(C(=O)C2CCOCC2)C[C@H]1C | -1.6
49 | C[C@H]1CN([C@@H](C)CO)C(=O)c2cc(-c3ccc(F)cc3)cnc2O[C@@H]1CN(C)C(=O)C1CCC1 | 0.0
50 | Cc1noc(C)c1S(=O)(=O)N(C)C[C@H]1OCCCC[C@@H](C)Oc2ccc(NC(=O)CCC(F)(F)F)cc2C(=O)N([C@H](C)CO)C[C@@H]1C | -0.5
51 | CC(C)NC(=O)Nc1ccc2c(c1)CC(=O)N([C@H](C)CO)C[C@@H](C)[C@@H](CN(C)Cc1ccccc1)O2 | -0.8
52 | COc1ccc(S(=O)(=O)N(C)C[C@H]2OCCCC[C@H](C)Oc3ccc(NC(=O)c4ccncc4)cc3C(=O)N([C@@H](C)CO)C[C@H]2C)cc1 | -1.2
53 | COc1ccc(-c2ccc3c(c2)[C@@H]2[C@@H](CCN2S(=O)(=O)c2ccccc2C)[C@H](CO)N3)cc1 | -0.7
54 | O=C(C[C@H]1C[C@H]2c3cc(NC(=O)C4CCOCC4)ccc3O[C@H]2[C@H](CO)O1)NCc1ccc2c(c1)OCO2 | -0.6
55 | CN1C(=O)c2cc(NC(=O)Cc3cccs3)ccc2OC[C@@H]2O[C@@H](CC(=O)NCCc3ccncc3)CC[C@@H]21 | 0.6
56 | CN1CCN(C(=O)c2cc3c(c(-c4cccc(-c5cccc(C(=O)N(C)C)c5)c4)n2)[C@H](CCO)N([S@@](=O)C(C)(C)C)C3)CC1 | -1.9
57 | CO[C@@H]1CN(C)C(=O)c2cc(NC(=O)C3CCCC3)ccc2OC[C@H](C)N(C(C)=O)C[C@H]1C | -2.2
58 | N#C[C@H]1[C@@H](c2ccc(C3=CCCCC3)cc2)[C@H](CO)N1C(=O)NC1CCCCC1 | -3.3
59 | C[C@@H]1CN([C@H](C)CO)C(=O)c2cc(NC(=O)C3CCCCC3)ccc2O[C@@H](C)CCCCO[C@H]1CN(C)Cc1ccc(Cl)c(Cl)c1 | -3.8
60 | CCC(=O)N(C)C[C@@H]1Oc2ncc(C#Cc3ccncc3)cc2C(=O)N([C@H](C)CO)C[C@@H]1C | -2.4
61 | C[C@H]1CN([C@@H](C)CO)C(=O)c2cc(C#CC3CC3)cnc2O[C@@H]1CN(C)Cc1ccccn1 | -1.3
62 | C[C@H]1CN([C@@H](C)CO)C(=O)c2cccc(NS(=O)(=O)c3ccc(Cl)cc3)c2O[C@@H]1CN(C)Cc1ccc(C(=O)O)cc1 | -2.6
63 | CO[C@@H]1CN(C)C(=O)c2cc(NC(=O)C3CCCC3)ccc2OC[C@@H](C)N(C(C)=O)C[C@@H]1C | -1.0
64 | O=C(Cc1cccnc1)N1CCCCN2[C@H](C1)[C@H](c1ccc(/C=C/c3ccccc3)cc1)[C@@H]2CO | 0.8
65 | C[C@H]1CN([C@@H](C)CO)C(=O)c2cc(N(C)C)ccc2O[C@@H]1CN(C)C(=O)Nc1ccc2c(c1)OCO2 | 0.0
66 | O=C(Nc1ccc2c(c1)OCO2)N[C@@H]1CC[C@H](CC(=O)N2CCN(c3ccccc3)CC2)O[C@H]1CO | -0.8
67 | Cc1noc(C)c1NC(=O)Nc1cccc2c1O[C@@H](CN(C)C(=O)Nc1ccc(C(F)(F)F)cc1)[C@@H](C)CN([C@@H](C)CO)C2=O | -0.5
68 | COc1ccc(NC(=O)Nc2cccc3c2O[C@@H](CN(C)Cc2ccc(Oc4ccccc4)cc2)[C@@H](C)CN([C@H](C)CO)C3=O)cc1 | 0.1
69 | O=C(C[C@H]1C=C[C@H](NC(=O)c2ccc3c(c2)OCO3)[C@@H](CO)O1)NC1Cc2ccccc2C1 | 1.4
70 | O=S(=O)(N[C@@H]1CC[C@H](CCn2cc(-c3cccc(F)c3)nn2)O[C@@H]1CO)c1ccc(F)cc1 | 0.7
71 | CCN1[C@@H]2Cn3c(ccc(-c4cccnc4)c3=O)[C@H]1[C@@H](C(=O)NC1CCCCC1)[C@@H]2CO | -1.9
72 | COCC#Cc1ccc2c(c1)O[C@@H](CN(C)CC1CC1)[C@@H](C)CN([C@H](C)CO)S2(=O)=O | -2.3
73 | CCCNC(=O)C[C@H]1CC[C@H]2[C@H](COc3ccc(NC(=O)c4ccc(Cl)cc4)cc3C(=O)N2C)O1 | -1.3
74 | C/C=C/c1ccc2c(c1)O[C@H](CN(C)C(=O)CC1CC1)[C@@H](C)CN([C@H](C)CO)S2(=O)=O | 0.0
75 | O=C(C[C@@H]1CC[C@@H](NS(=O)(=O)c2ccc(F)cc2)[C@H](CO)O1)NC1CCCCC1 | 6.7
76 | COc1ccc(C#Cc2ccc3c(c2)[C@H]2[C@H](CCN2C(=O)Nc2ccc(C(F)(F)F)cc2)[C@@H](CO)N3C)cc1 | -3.0
77 | C[C@H](CO)N1C[C@H](C)[C@H](CN(C)C(=O)Nc2ccc(F)cc2)Oc2ccc(NC(=O)Nc3ccc4c(c3)OCO4)cc2C1=O | 1.0
78 | CO[C@H]1CN(C)C(=O)c2cccc(C#N)c2OCC[C@H]2CC[C@@H](OC)[C@H](CN(C)C(=O)[C@H]1C)O2 | -0.8
79 | O=C(C[C@H]1CC[C@@H](NC(=O)Nc2ccc(C(F)(F)F)cc2)[C@@H](CO)O1)NCCN1CCCC1 | -2.6
80 | C[C@H]1CN([C@@H](C)CO)C(=O)c2cc(-c3ccc(C(=O)N(C)C)cc3)cnc2O[C@@H]1CN(C)C(=O)CN(C)C | -3.1
